Lipid storage S3: qHTS Assay for Lipid Storage Modulators in Drosophila S3 Cells; Drosophila S3 cells, BODIPY lipid droplet fluorescence, 18-24 h; cells fed with added oleic acid; Potency in µM for hits, for the others lipid storage change, negative = inhibition, % at the top dose, mostly 46.1 µM; actives 0.64% (n = 320,000); active means well fitted inhibition curve with a large enough effect in the signal ratio, with a control signal flat, not every such curve was filed as active; inconclusive means small, poorly fitted or top-dose-only effect, or effect the other way, or a change in a side signal; the % refers to the signal ratio
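Drosophila S3 cells loaded with oleic acid (400 uM, as added) and compounds at several concentrations; lipid droplets imaged by 488-nm laser-scanning cytometry, 500–530 nm intensity and object ratio to cell channel. Percent activity normalized to 20 uM Triacsin C.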
Lipid storage S3 cell count max: also measured in Lipid storage S3; calls as there; cell number change, %; measured here: cell count max response;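 cells counted by Cell Tracker Red CMTPX staining in the red channel; peak over a dose series mostly up to 46.1 µM; percent activity relative to internal control wells on each plate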
* hit, by the source's call; i = inactive; u = inconclusive; x = no result given; [ ] = another dose, or the depositor's remark. On the % scale 0 is the no-effect control and ±100 the full control effect; potency means the concentration at half of the fitted maximal effect. These rows are one share of the data (hit frequency here may not be typical).

Every second line gives: Lipid storage S3 | Lipid storage S3 cell count max
> CN1CCN(c2ccc(S(=O)(=O)N3CCCCC3)cc2[N+](=O)[O-])CC1
    u | x
> COc1cc(C(=O)Nc2ccc(N(C)C)cc2)c([N+](=O)[O-])cc1OC
    -5% | 7
> O=C(N/N=C/c1ccc2c(c1)OCO2)c1ccccn1
    13% | 11
> Cc1cc2nc(-c3ccc(SCC(=O)Nc4ccc(S(=O)(=O)NC5CC5)cc4)nc3)[nH]c2cc1C
    u | x
> CN1C(=S)SC(/[N+]([O-])=C/c2cccnc2)C1(C)C (centres undefined)
    u | x
> CCC1CCCCN1C(=O)c1ccc(OC2CCN(Cc3ccccn3)CC2)cc1 (centres undefined)
    -20% | 6
> COCCn1c(COC)nc2ccccc21
    10% | 4
> COC(=O)c1ccc(NC(=O)CN2CCN(c3ccc(Cl)cc3)CC2)cc1
    i | x
> CCN(CC)S(=O)(=O)c1cccc(C(=O)Nc2ccc3c(c2)OCO3)c1
    2% | -3
> COc1ccc(C(=O)Nc2ccc3cn[nH]c3c2)c(OC)c1
    u | x
> O=C(O)c1[nH]c2ccccc2c1C(c1cc(Cl)cc([N+](=O)[O-])c1O)c1c(C(=O)O)[nH]c2ccccc12
    u | x
> O=[N+]([O-])c1ccc(S(=O)(=O)Nc2nc3ccccc3nc2Nc2ccccc2)cc1
    u | x
> CCCN1CCC(CCOc2ccccc2)(C(=O)OCC)CC1
    22% | -14
> CC(NCc1ccc(S(N)(=O)=O)cc1)C(=O)N1CCc2ccccc21 (centres undefined)
    -8% | 1
> COc1ccc(CCNC(=O)COc2ccc(S(=O)(=O)NCC(C)C)cc2Cl)cc1OC
    u | x
> Cc1cc(S(=O)(=O)N2CCCC(C(=O)Nc3ccc(C(=O)O)cc3)C2)ccc1Cl (centres undefined)
    3% | -9
> COc1ccc(CNC(=O)Cc2cn(C)c3ccccc23)c(OC)c1
    10% | 1
> O=C(Nc1cccc(S(=O)(=O)N2CCCCC2)c1)c1c2c(nc3ccccc13)CCN(Cc1ccccc1)C2
    u | x
> CCn1c(COc2ccc(Cl)cc2)nnc1SCC(=O)Nc1ccc2c(c1)OCO2
    -17% | -24
> CC1(C)C(=O)N(c2ccccc2Cl)C(=O)c2ccccc21
    u | x
> COc1ccc2oc(C(=O)N3CCN(C(c4ccccc4)c4ccccc4)CC3)c(C)c2c1
    i | -18
> COc1cccc2c1OCC(CN1CCN(CCC(C)C)C(CCO)C1)=C2 (centres undefined)
    u | x
> COc1ccc(/C=C/C(=O)OCC(=O)c2ccc(S(=O)(=O)N3CCCCC3)cc2)cc1OC
    u | x
> CCOC(=O)c1ccccc1NC(=O)CN(c1cccc(OC)c1)S(C)(=O)=O
    u | x
> COc1ccc(C(=O)Nc2ccc3c(c2)C(=O)NC3=O)cc1
    -7% | 29
> C=CCN(CC=C)S(=O)(=O)c1ccc(C(=O)Nc2sc3c(c2C(N)=O)CCCCC3)cc1
    u | x
> Cc1cc(NC(=O)CSCC(=O)Nc2nc3ccccc3s2)no1
    u | x
> NC(=O)C1CCN(C(=O)Cc2ccsc2)CC1
    u | x
> COCCCNC(=O)CN(c1ccc(F)cc1)S(=O)(=O)c1ccc2c(c1)OCCO2
    i | 5
> CCc1ccc(OCC(=O)N(C)C)c(Br)c1
    8% | 8
> O=C(c1ccc2c(c1)OCO2)N(c1ccc(Cl)cc1)C1C=CS(=O)(=O)C1 (centres undefined)
    u | x
> Cc1nc(N)[nH]c(=O)c1CC(=O)OCCCl
    -9% | 6
> Cc1nn(-c2ccc(F)cc2)c(C)c1NS(=O)(=O)c1ccc(Cl)cc1
    i | x
> Cc1ccccc1Cn1nc(C)c(NC(=O)c2ccccc2)c1C
    13% | x
> O=C(Nc1cccn(Cc2c(Cl)cccc2Cl)c1=O)c1ccccc1Cl
    -23% | 20
> CN(CC(=O)Nc1cccc(F)c1)C(=O)c1ccc(N2CCCCCC2)c([N+](=O)[O-])c1
    -17%[0.0737 µM] | x
> COc1ccc(-c2nsc3c(N4CCCCC4)ncnc23)cc1
    -2% | 0
> C=CCn1c(SCCCC)nc(O)cc1=O
    u | 10
> Nc1nnc(Sc2ccc(Cl)cc2[N+](=O)[O-])s1
    -4% | -16
> COc1ccc(S(=O)(=O)N2CCCCC2)cc1NC(=O)CSc1ncnc2ccccc12
    -10% | -4

Exported with bars between the fields: part of the list above.
SMILES | Lipid storage S3 | Lipid storage S3 cell count max
C=CCn1c(SCCCC)nc(O)cc1=O | u | 10
Nc1nnc(Sc2ccc(Cl)cc2[N+](=O)[O-])s1 | -4% | -16
COc1ccc(S(=O)(=O)N2CCCCC2)cc1NC(=O)CSc1ncnc2ccccc12 | -10% | -4

5 of the compounds above, with bars between the fields.
SMILES | Lipid storage S3 | Lipid storage S3 cell count max
Cc1nc(N)[nH]c(=O)c1CC(=O)OCCCl | -9% | 6
COc1ccc(-c2nsc3c(N4CCCCC4)ncnc23)cc1 | -2% | 0
COc1ccc(C(=O)Nc2ccc3c(c2)C(=O)NC3=O)cc1 | -7% | 29
COc1ccc(/C=C/C(=O)OCC(=O)c2ccc(S(=O)(=O)N3CCCCC3)cc2)cc1OC | u | x
COCCCNC(=O)CN(c1ccc(F)cc1)S(=O)(=O)c1ccc2c(c1)OCCO2 | i | 5

More compounds follow:
Every second line gives: Lipid storage S3 | Lipid storage S3 cell count max
> CCOc1ccccc1N(CC(=O)N/N=C(\C)c1cccc(Br)c1)S(C)(=O)=O
    13% | x
> COC(=O)C1=C(Nc2ccc(OC)cc2)C=C(C)C(C(=O)OC)C1c1ccc(C)cc1 (centres undefined)
    u | x
> CN(CCc1ccccn1)C(=O)CCC1CCCN(C(=O)c2ccsc2)C1 (centres undefined)
    2% | 2
> CCN(CC)C(=O)c1sc(NC(=O)Cc2ccc(OC)cc2)c(C#N)c1C
    u | x
> COc1ccc(CCNC(=O)CNS(=O)(=O)c2ccc(N(C)C)c([N+](=O)[O-])c2)cc1OC
    u | x
> COc1ccc2ccccc2c1CN1CCN(Cc2ccccc2)CC1
    -1% | 11
> CN1CCN(S(=O)(=O)c2ccc(NC(=O)c3csc4ccccc34)cc2)CC1
    12% | -5
> CCc1noc(C)c1C(=O)Nc1cc(S(=O)(=O)N(CC)CC)ccc1N1CCOCC1
    u | x
> Cc1ccc(Nc2ccc(C(=O)O)cc2N)cc1
    -9% | -2
> c1ccc(-c2nc(-c3ccccn3)nc(-c3ccccn3)n2)nc1
    1% | -12
> CC(C)c1ncc(C(O)c2ccccc2)n1C (centres undefined)
    -29% | -28
> COc1cc(NC(=O)CCS(=O)(=O)c2nc(-c3cccs3)cc(C(F)(F)F)n2)cc(OC)c1OC
    u | x
> O=C(Cn1cccc1)N1CCN(c2ccc(F)cc2)CC1
    u | x
> CC(=O)N/C(=C\c1ccccc1)C(=O)OCC(=O)N(C)C1CCCCC1
    -2% | 12
> COc1ccc2c(c1)[C@H]1[C@H](CO2)[C@H](c2ccccc2)[C@]2(C)C(=O)N[C@@H](C)C(=O)N12
    u | x
> CC1CCc2[nH]c3ccc(C(=O)N(C)CC(=O)Nc4cccc(F)c4)cc3c2C1 (centres undefined)
    u | x
> Cc1ccc2nc(N/C(=N/S(=O)(=O)c3ccc(F)cc3)c3ccccc3)sc2c1
    -14% | x
> Cc1cccc(C(=O)NNC2=CC(=O)CC(C)(C)C2)c1O
    u | x
> COc1cc(OC)c(OC)cc1CN1CCN(Cc2ccco2)CC1
    i | 21
> CCc1ccc2oc(=O)cc(CN3CCCCC3)c2c1
    u | x
> C=CCn1c(SCC(C)=O)nnc1-c1cc(-c2ccccc2)sc1N
    u | x
> O=C(O)CCCN1C(=O)/C(=C/c2cn(-c3ccccc3)nc2-c2cccs2)SC1=S
    u | x
> COc1cc2c(cc1OC)CN(C(=O)c1ccco1)CC2
    u | x
> CCc1ccc(S(=O)(=O)c2ccc(-n3nc(C)cc3N)cc2)cc1
    u | x
> CCN1CCN(c2cc(C)c3cc(NC(=O)c4ccncc4)ccc3n2)CC1
    u | x
> C[C@@H](NC(=O)CN1C(=O)c2ccccc2S1(=O)=O)c1ccccc1
    u | x
> S=C(NCCCc1ccccc1)NCc1ccccc1
    u | x
> Cc1ccc(N=Cc2c(O)c3ccccc3oc2=O)cc1F
    u | x
> O=C(CSc1nc2ccc(NC(=O)C3CCCCC3)cc2s1)NCC1CCCO1 (centres undefined)
    u | x
> CCCN(CC(=O)Nc1ccc(Cl)cc1Cl)C(=O)/C=C/c1ccco1
    u | x
> Cn1c(Cn2cnc3ccccc32)nc2ccccc21
    u | x
> O=C(NC1CCCC1)C(c1cccs1)N(CC1CCCO1)C(=O)Cc1cccs1 (centres undefined)
    i | x
> COC(=O)c1cc2occc2n1CC(=O)Nc1cc(OC)cc(OC)c1
    -15% | -23
> Cc1ccc(NC(=O)c2ccc3[nH]c(=O)c(=O)[nH]c3c2)nc1
    u | x
> COc1cc(OC)c(C2SCCN2S(=O)(=O)c2ccc(F)cc2)cc1OC (centres undefined)
    i | x
> Cc1ccc(C2=Nc3ccccc3N=C(C(Cl)Cl)C2)cc1
    -9% | 17
> CC(=O)c1cc(C#N)c(SCc2ccc([N+](=O)[O-])cc2)nc1C
    -5% | 10
> CN(c1ccc(O)cc1)c1nc(-c2cccs2)cs1
    14% | -13
> O=C(Nc1ccc(Cl)c(C(F)(F)F)c1)N1CCCC(O)C1 (centres undefined)
    -7% | -16
> CC1CCN(CCCNC(=O)c2nn(C)c3c2CS(=O)(=O)c2ccccc2-3)CC1
    21% | 19
> Cc1cc(N2CCCCC2)nc(NCc2ccccc2)n1
    u | x
> O=C(N/N=C/c1cccnc1)NC12CC3CC(CC(C3)C1)C2
    -2% | -22
> COc1ccc(/C=C/c2noc(-c3ccccc3OC(C)=O)n2)cc1
    u | x
> O=C(Nc1ccnn1C1CCN(Cc2cc(Cl)ccc2O)CC1)C1CC1
    i | x
> COc1ccc(CN2CCN(C3CCSCC3)CC2CCO)c(C)c1C (centres undefined)
    u | x
> O=[N+]([O-])c1ccc(S(=O)(=O)N/N=C/c2cccs2)cc1
    -7% | 3
> COc1ccc(/C=C/c2ccc(=O)n(Cc3ccccc3)n2)cc1
    u | x
> CCCNC(=O)C(=O)NCC1CCCN1CC (centres undefined)
    -15% | -10
> Cc1ccc(-c2nc(CCNC(=O)c3ccco3)cs2)cc1
    u | x
> O=C(Cn1c(-c2ccccc2)noc1=O)Nc1ccc(S(=O)(=O)N2CCOCC2)cc1
    u | x
> Cc1nn2c3ccccc3n(CCN3CCCCC3)c2nc1=O
    6% | -6
> CCOC(=O)C1CCCN(c2ncnc3c2cnn3-c2ccc(OC)cc2)C1 (centres undefined)
    i | x
> CCOCCCNC(=O)Cn1nc(Cc2ccncc2)c2ccccc2c1=O
    11% | 11
> O=C(NCc1ccc2c(c1)OCO2)C1CCCN1C(=O)Nc1cccc(Cl)c1 (centres undefined)
    u | x
> CC1CCN(C(=O)CSc2nc3cccnc3n2C)CC1
    u | x
> C=CCc1ccccc1OCCNCCCOC
    u | x
> CN1\C(=C/C=C/C=C/C=[N+](C)C)C(C)(C)c2ccccc21
    u | x
> CCNC(=O)N1c2ccccc2Sc2ccccc21
    -19% | -5
> COc1ccc(OC)c(NC(=O)CCN2CCCCCC2)c1
    5% | 23
> COc1c2ccoc2nc2c(OC)c(OCC(O)C(C)(C)O)ccc12 (centres undefined)
    u | x

(cont.)
Every second line gives: Lipid storage S3 | Lipid storage S3 cell count max
> COc1cccc(CNC(=O)c2ccc(CS(=O)(=O)Cc3ccccc3C)o2)c1
    u | x
> COc1cccc(N(C(=O)c2snc(C(N)=O)c2N)C(C(=O)NCC2CCCO2)c2c[nH]c3ccccc23)c1 (centres undefined)
    u | x
> CCCCNC(=O)c1ccccc1Cl
    u | x
> CC(=O)c1sc2nc(C)cc(C)c2c1N
    u | x
> CCCc1nc2ccc(NC(=O)c3ccco3)cc2c(=O)n1Cc1ccccc1Cl
    u | x
> N=C1/C(=C\c2ccc(OCc3ccccc3)cc2)C(=O)N=C2SC(N3CCCC3)=NN12
    5% | 13
> Cn1c(Cn2cnc([N+](=O)[O-])n2)nnc1SCC(=O)Nc1ccc(Br)cc1
    1% | -7
> O=C(CN(Cc1cccs1)C(=O)c1csnn1)NC1CCCC1
    7% | 11
> CCNc1nc(Oc2ccc(F)cc2)cc(C(F)(F)F)n1
    u | x
> CC(=O)N1CCc2cc(S(=O)(=O)NCCCN3CCN(Cc4ccccc4)CC3)ccc21
    5% | 7
> Cc1cc(Nc2ccc(C)c(C)c2)n2nc(C)nc2n1
    u | x
> CCCc1nnc(NC(=O)CN2CCN(C)CC2)s1
    u | x
> C=CCSC(=S)NC1CCS(=O)(=O)C1 (centres undefined)
    1% | -1
> NC(=O)CSc1nnc(-c2cc(-c3ccc(Cl)cc3)nc3ccccc23)o1
    7% | -4
> CCOc1ccc(N2C(=O)CC(N3CCN(C(=O)c4ccco4)CC3)C2=O)cc1 (centres undefined)
    u | x
> O=C(Cn1nnc(-c2ccccc2)n1)NCc1cccs1
    u | x
> CCCCn1c(NCc2ccncc2)nc2ccccc21
    u | x
> CC(c1ccco1)N(C(=O)Nc1ccc(Cl)cc1)c1ccccn1 (centres undefined)
    20% | -2
> O=C(CCCC(=O)N1CCN(c2cccc(Cl)c2)CC1)c1ccccc1
    u | x
> COc1ccc(C(=O)CSc2nc3ccccc3n2CC(=O)c2ccccc2)cc1
    -4% | -5
> CCOC(=O)C1=C(C)NC(=O)NC1c1ccc(OC)c(CN2CCOCC2)c1 (centres undefined)
    u | x

Compound activity as filed in PubChem BioAssay.
